Source: PubChem
CR mimetic SO: reduction of superoxide in aged yeast, primary screen, HTS | superoxide response (% of plate mean), % at 10 µM | 330,000 compounds, 0.18% hits | S. cerevisiae aged cells, superoxide DHE fluorescence; active compounds read low;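 active means superoxide response under a set limit, about three screen SD below normal, cut at about 65% in these data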;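 further: yeast aged for seven days with compound at 30 °C before DHE staining; 100% = average MFI of all compound-treated wells on the plate with controls excluded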
VLA-4 inh: inhibition in human VLA-4 binding assay, primary screen, VLA-4 allosteric modulator project, MLPCN library, flow cytometry, VLA-4 expressing cells | Integrin alpha-4 (Homo sapiens), P13612 | ligand binding flow cytometry | inhibition, % (about 7 µM as worked out from the volumes in the protocol) | 330,000 compounds, 0.2% hits | AID 2557, 2010; in the data active means inhibition above about 50%
AGP1 TOR yeast: modulators of AGP1-GFP expression in yeast TOR pathway, primary screen, cell-based, multiplex flow cytometry, S. cerevisiae, MLPCN library; 3 h; GFP as percent of DMSO wells; GFP response vs DMSO, % at 10 µM; 320,000 compounds, 0.02% hits;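 active means GFP response relative to DMSO above a set limit, near screen average plus 3 SD, cut at about 150% in these data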;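 further: median GFP channel fluorescence of the gated AGP1 strain per well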
RPL19A-GFP yeast: RPL19A-GFP expression modulators in yeast, primary screen, cell-based, S. cerevisiae, multiplex flow cytometry, MLPCN | S. cerevisiae RPL19A-GFP strain, 3 h; active compounds read low | percent response vs DMSO, % at 10 µM | 330,000 compounds, 0.3% hits | AID 2025, 2009;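 active means percent response vs DMSO below 50%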;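 further: median channel GFP fluorescence of the barcoded RPL19A-GFP strain; ratio of sample median GFP to plate DMSO average so 100% = DMSO; lower means less RPL19A-GFP as with rapamycin TOR inhibition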
CIT2 TOR yeast: modulators of CIT2-GFP expression in yeast, primary screen, S. cerevisiae, GFP fusion, multiplex flow cytometry, MLPCN library; GFP response vs DMSO, % at 10 µM; S. cerevisiae CIT2-GFP strain, 3 h; 100 means same as DMSO wells; 320,000 compounds, 0.065% hits;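 active means GFP response relative to DMSO above a set limit, near the screen mean plus 3 SD, cut at about 150% in these data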;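 further: ratio of well median GFP fluorescence to mean of DMSO wells on the plate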
GRK2 inh: compounds blocking aptamer binding on GRK2 – biochemical, human GRK2, bead flow cytometry, HTS, primary screen; Beta-adrenergic receptor kinase 1 (Homo sapiens), P25098; FAM-aptamer displacement from GRK2; inhibition of aptamer binding, % at 10 µM; 330,000 compounds, 0.59% hits; AID 488847, 2010;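 active means inhibition of aptamer binding above 40%, roughly 3 SD of noise, on plates passing a quality check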;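 further: median bead fluorescence of bound FAM aptamer so fluorescent compounds give negative values; no value below 0 was filed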
Target sequence (P25098 whole entry, looked up): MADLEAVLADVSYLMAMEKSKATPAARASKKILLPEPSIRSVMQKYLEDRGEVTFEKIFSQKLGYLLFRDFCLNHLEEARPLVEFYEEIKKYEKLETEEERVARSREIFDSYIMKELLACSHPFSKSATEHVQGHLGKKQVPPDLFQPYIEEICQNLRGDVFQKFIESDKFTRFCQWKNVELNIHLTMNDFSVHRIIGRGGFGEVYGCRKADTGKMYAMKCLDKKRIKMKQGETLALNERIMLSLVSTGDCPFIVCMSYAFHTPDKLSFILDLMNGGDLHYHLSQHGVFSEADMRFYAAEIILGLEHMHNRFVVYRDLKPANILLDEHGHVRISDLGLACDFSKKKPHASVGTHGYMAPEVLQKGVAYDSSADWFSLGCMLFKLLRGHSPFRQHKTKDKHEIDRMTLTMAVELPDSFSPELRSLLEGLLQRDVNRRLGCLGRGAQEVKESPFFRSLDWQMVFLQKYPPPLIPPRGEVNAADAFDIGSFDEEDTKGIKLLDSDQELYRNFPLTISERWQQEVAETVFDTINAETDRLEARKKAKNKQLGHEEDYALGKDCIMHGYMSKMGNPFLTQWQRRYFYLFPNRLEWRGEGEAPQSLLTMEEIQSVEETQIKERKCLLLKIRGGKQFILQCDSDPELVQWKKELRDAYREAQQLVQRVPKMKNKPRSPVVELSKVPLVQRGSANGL
LAP4 TOR yeast: modulators of LAP4-GFP expression in yeast, primary screen, S. cerevisiae, multiplex flow cytometry, MLPCN library | GFP response vs DMSO, % at 10 µM | 3 h; median GFP as percent of DMSO wells | 320,000 compounds, 0.34% hits;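 active means GFP response vs DMSO above a set limit, about the screen mean plus 3 SD, cut at about 150% in these data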
MEP2 TOR yeast: modulators of MEP2-GFP levels in yeast, primary screen, S. cerevisiae, multiplex flow cytometry, MLPCN library | S. cerevisiae MEP2-GFP strain, 3 h; 100% = DMSO control level | GFP response vs DMSO, % at 10 µM | 330,000 compounds, 0.51% hits | AID 2016, 2009;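 active means GFP response versus DMSO above a set limit, roughly screen mean plus 3 SD, cut at about 180% in these data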;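 further: median GFP fluorescence of the barcode-gated MEP2-GFP cells per well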
Numbers without * were called inactive; . = not tested or not shown.

The opening 4 compounds (preview)
SMILES	CR mimetic SO	VLA-4 inh	AGP1 TOR yeast	RPL19A-GFP yeast	CIT2 TOR yeast	GRK2 inh	LAP4 TOR yeast	MEP2 TOR yeast
Cc1ccc(NC(=O)/C(=C\c2ccccc2)NC(=O)/C=C/c2ccccc2)cc1	87	5	99	99	96	0	98	94
Cn1c(=O)c2c(ncn2CC(=O)Nc2ccc3c(c2)OCO3)n(C)c1=O	102	-1	94	91	93	2	97	98
COc1cc2[nH]c(=O)n(CCCCCC(=O)N3CCN(c4ccccc4)CC3)c(=O)c2cc1OC	64*	-16	87	90	73	2	82	94
COc1ccc(C(=O)NCc2ccc(-c3nc4ccccc4s3)cc2)cc1	108	-7	92	91	91	2	101	102

The listing, from the start:
SMILES	CR mimetic SO	VLA-4 inh	AGP1 TOR yeast	RPL19A-GFP yeast	CIT2 TOR yeast	GRK2 inh	LAP4 TOR yeast	MEP2 TOR yeast
Cc1ccc(NC(=O)/C(=C\c2ccccc2)NC(=O)/C=C/c2ccccc2)cc1	87	5	99	99	96	0	98	94
Cn1c(=O)c2c(ncn2CC(=O)Nc2ccc3c(c2)OCO3)n(C)c1=O	102	-1	94	91	93	2	97	98
COc1cc2[nH]c(=O)n(CCCCCC(=O)N3CCN(c4ccccc4)CC3)c(=O)c2cc1OC	64*	-16	87	90	73	2	82	94
COc1ccc(C(=O)NCc2ccc(-c3nc4ccccc4s3)cc2)cc1	108	-7	92	91	91	2	101	102
COCCn1c(SCC(=O)Nc2ccccc2OC)nc2ccccc21	105	11	112	103	101	0	111	107
Cn1c(SCC(=O)C(C)(C)C)nnc1-c1ccccn1	95	19	99	95	96	0	92	94
CCN(CC(=O)Nc1ccc(NC(C)=O)cc1)C(=O)c1cc(S(=O)(=O)N2CCCCCC2)ccc1OC	85	10	109	96	86	2	104	97
O=C(Nc1ncccn1)c1ccc([N+](=O)[O-])cc1[N+](=O)[O-]	138	2	114	97	106	4	132	104
CCN(C(=O)Cc1c(C(=O)O)n(C)c2ccccc12)c1cc(OC)ccc1OC	92	0	76	95	94	2	80	85
CS(=O)(=O)c1cccc(-c2csc(N3CCC(C(N)=O)CC3)n2)c1	123	10	81	107	103	0	99	99
CCOC(=O)Cc1c(C)[nH]c(=S)[nH]c1=O	100	3	.	87	88	0	89	90
COc1ccc(NS(=O)(=O)c2cccc(C(=O)NNC(=O)c3cc(C)oc3C)c2)cc1	88	0	102	112	103	0	97	109
Cc1sc2ncnc(NC3CCN(Cc4ccccc4)CC3)c2c1C	88	7	105	99	100	0	103	96
Cc1ccc(Cn2cnc3c(nnn3Cc3ccc(Cl)cc3)c2=O)cc1	97	-1	99	94	107	0	95	96
Cc1nn(Cc2ccc(Cl)cc2)c(C)c1NC(=O)Cn1nc([N+](=O)[O-])c(Cl)c1C	101	3	93	100	80	0	91	102
COC(=O)c1ccccc1C(=O)N1CCCC(C(=O)c2ccc(OC)c(OC)c2)C1 (stereo unspecified)	102	2	100	106	101	1	93	97
Cc1cc(=O)oc2c(C)c(OC(C)C(=O)NCC(O)c3ccccc3)ccc12 (stereo unspecified)	104	4	94	95	87	1	88	94
Cc1ccc(C(=O)Nc2cccc(C(=O)NCc3ccccc3)c2)o1	89	-1	100	95	96	0	95	96
Cc1sc2ncnc(N3CCC(C(=O)Nc4ccc(C#N)cc4)CC3)c2c1C	103	19	105	97	91	0	111	101
CCc1nnc(NC(=O)CSc2nnc(-c3ccccc3O)n2-c2ccc(C)cc2)s1	97	-21	97	95	91	3	98	96
COc1ccc(NC(=O)c2ccc(COc3ccccc3OC)o2)cc1OC	89	23	108	105	104	6	109	109
O=C(Nc1cccnc1)Nc1cc(Cl)cc(Cl)c1	91	1	101	103	105	0	94	106
O=C(CCS(=O)(=O)c1ccc(Br)cc1)Nc1ccccn1	103	-24	102	100	97	14	103	103
Clc1ccc(C2=NNC(=NCc3ccccc3)SC2)cc1	117	-5	33	94	97	0	85	222*
COCCOC(=O)c1c(C)oc2ccc(NS(=O)(=O)c3ccc(F)cc3)cc12	113	10	96	102	89	0	98	118
Additional entries:
SMILES	CR mimetic SO	VLA-4 inh	AGP1 TOR yeast	RPL19A-GFP yeast	CIT2 TOR yeast	GRK2 inh	LAP4 TOR yeast	MEP2 TOR yeast
COc1ccc2[nH]c(=S)cc(C)c2c1	77	3	98	94	97	1	106	89
COC(=O)Cc1ccc(NC(=S)N2CCN(C)CC2)cc1	87	23	97	102	104	0	97	105
COc1ccc(C(=O)NC(=S)Nc2ccc(CN3CCOCC3)cc2)cc1Br	83	3	104	102	102	0	111	102
Cn1c(SCc2nc(-c3ccc(Cl)cc3)no2)nnc1-c1ccco1	97	8	95	96	86	6	117	90
CCc1ccc(NC(=O)C2CCCCC2C(=O)O)cc1 (stereo unspecified)	81	-4	105	96	101	1	96	108
CCN(C(=O)c1cccnc1SC)C12CC3CC(CC(C3)C1)C2	89	-15	101	102	104	5	109	103
COc1cccc(C2C(C#N)=C(N)N(N(C)C)C3=C2C(=O)CC(C)(C)C3)c1OC (stereo unspecified)	95	5	99	106	107	0	98	113
COc1ccc2[nH]c(=O)c(CN(C)C(=O)C3CCCCC3)cc2c1	96	-1	94	105	110	0	102	122
COC(=O)C(C(=O)Nc1ccccc1C)C1CCCC1 (stereo unspecified)	91	9	99	94	95	1	97	103
Cc1ccc(C(=O)CSc2nnc(COc3cccc4cccnc34)o2)cc1	91	11	98	100	96	1	109	104
CCCC(=O)Nc1cccc(NC(=O)c2ccc3c(c2)OCO3)c1	100	12	.	102	95	0	101	100
COc1ccc(N2CCN(c3ccc(C(N)=O)cc3[N+](=O)[O-])CC2)cc1	90	-2	100	95	95	0	97	107
Cn1c(N)c(C(=O)COC(=O)c2ncc(Cl)c(Cl)c2Cl)c(=O)n(C)c1=O	98	4	102	98	102	1	102	102
CC1CCC(NC(=O)c2ccc3nc[nH]c3c2)CC1 (stereo unspecified)	88	-14	103	95	100	4	98	105
Cc1ccc(-c2cc(C(=O)N(C)Cc3cnn(C)c3C)c3cc(Br)ccc3n2)cc1	98	15	100	101	101	3	89	100
CCCCNS(=O)(=O)c1ccc(OC)c2ncccc12	96	5	105	100	107	2	107	130
O=C(CN1CCC(C(=O)c2ccc(F)cc2)CC1)NCc1ccccc1F	78	-2	103	106	101	0	108	104
O=C(c1ccc(-c2ccccc2)cc1)C1CCCN(C(=O)c2ccncc2)C1 (stereo unspecified)	96	1	100	97	97	2	101	94
CCSc1nnc(C)c(=O)n1COC(=O)c1ccc(S(=O)(=O)N2CCCC2)cc1	51*	6	109	110	105	3	109	109
c1ccc(-c2nnc3sc(CN4CCC5(CC4)OCCO5)cn23)cc1	73	6	106	101	111	7	104	104
CC1CCN(c2nc3c(N)ncnc3n2[C@@H]2O[C@H](CO)[C@@H](O)[C@H]2O)CC1	102	-3	107	100	98	12	101	98
CN(C(=O)CSC(=O)c1ccccc1)c1ccccc1	96	5	100	101	102	3	96	97
COc1cccc(-c2ccc(SCC(=O)NC3CCCC3)nn2)c1	108	-4	98	90	94	2	91	85
CCOC(=O)c1c(NC(=O)C(C)NCc2ccco2)sc2c1CCC(C)C2 (stereo unspecified)	106	9	93	102	91	0	119	100
COc1cc(/C=C/C(=O)OCC(=O)NC(=O)NC(C)C)cc(S(=O)(=O)N2CCc3ccccc32)c1OC	95	8	103	101	108	0	94	110
(continued)
SMILES	CR mimetic SO	VLA-4 inh	AGP1 TOR yeast	RPL19A-GFP yeast	CIT2 TOR yeast	GRK2 inh	LAP4 TOR yeast	MEP2 TOR yeast
C=C(C)C1CC=C(C)/C(=N/NC(=O)c2ccc(NC(=O)CC)cc2)C1 (stereo unspecified)	131	-4	100	96	98	0	102	103
COc1ccc2c(Cl)c(C(=O)NC3CCS(=O)(=O)C3)sc2c1 (stereo unspecified)	103	3	107	102	109	0	107	105
C=CCNC(=S)Nc1sc2c(c1C(N)=O)CCCC2	81	-7	99	91	95	.	123	99
O=C(NCc1cn(-c2ccccc2)nc1-c1ccccc1)c1cc([N+](=O)[O-])cc([N+](=O)[O-])c1	116	-2	104	100	102	2	100	104
COc1ccc(C2CC(C)=C(C#N)S(=O)(=O)C2C#N)cc1 (stereo unspecified)	89	11	98	88	86	0	100	89
O=C(CNCCO)N1CCc2ccccc21	108	11	97	98	104	3	97	102
CCCCOc1ccc(NC(=O)C2CC=CCC2C(=O)O)cc1 (stereo unspecified)	110	24	106	104	102	0	104	108
CN(C)C(=O)CCCc1nc(-c2ccc(Cl)cc2)no1	122	14	100	98	98	2	101	100
O=C(NCCc1ccccc1)C1CCN(C(=O)Nc2ccccc2)CC1	91	0	104	99	101	1	102	99
Cn1c(NNC(=O)C2CCCCC2)cc(=O)n(C)c1=O	95	10	97	92	97	0	94	96
COc1ccc(C(=O)COc2ccc3ccc(=O)oc3c2)cc1	99	22	106	97	95	2	114	97
Cc1ccc([C@@H]2CC=C(C(=O)O)[C@H](c3ccccc3)N2S(=O)(=O)c2ccc(C)cc2)cc1	97	28	83	96	109	0	135	84
O=C(OCC(=O)N1CCc2ccccc2C1)c1cccc([N+](=O)[O-])c1	99	6	101	104	93	1	114	105
CN(C(=O)c1ccc(NC(=O)C2CCCN(C(=O)OC(C)(C)C)C2)cc1)C1CC1 (stereo unspecified)	97	-2	87	98	85	0	90	95
Cc1ccsc1C(C(=O)NCc1ccccc1)N(C(=O)c1csnn1)c1ccccc1 (stereo unspecified)	105	-3	92	92	96	0	102	87
CC(C)CN(C(=O)CN1CCc2ccccc21)c1c(N)n(CC(C)C)c(=O)[nH]c1=O	96	-12	104	102	96	2	108	102
O=C(c1cc(-c2ccco2)on1)N1CCN(C(c2ccccc2)c2ccccc2)CC1	78	-2	118	105	104	0	111	107
Cc1ccccc1-c1nnn(Cc2cccc(S(=O)(=O)N3CCOCC3)c2)n1	120	-6	96	99	88	1	94	101
CC(=O)C[C@H]1c2ccccc2S(=O)(=O)N1C1CCCCC1	105	-16	87	101	101	0	129	94
N#CC1=C(N)NC(SCc2ccc(F)cc2)=C(C#N)C12CCCCC2	102	8	101	103	91	1	92	101
CC(C)(C)c1ccccc1NC(=S)NC1CCCCC1	91	7	109	101	106	1	105	99
O=C(COc1ccccc1[N+](=O)[O-])c1ccccc1	92	7	106	108	99	0	108	109
CCc1ccccc1NS(=O)(=O)c1cc2c(cc1C)n(C)c(=O)c(=O)n2C	101	4	95	92	94	1	98	91
CCOc1ccc(N=c2scc(-c3ccccc3)n2CCO)cc1	103	-2	102	99	98	3	105	104
CC(=O)Nc1c(Nc2ccccc2)c2ccccc2oc1=O	111	9	93	93	90	0	87	96
(listing goes on)
SMILES	CR mimetic SO	VLA-4 inh	AGP1 TOR yeast	RPL19A-GFP yeast	CIT2 TOR yeast	GRK2 inh	LAP4 TOR yeast	MEP2 TOR yeast
Cc1ccccc1NC(=S)N(Cc1cccnc1)Cc1ccco1	95	3	104	109	107	1	101	108
Cc1ccc(S(=O)(=O)N2CCCCC2)cc1NC(=O)COC(=O)C1(C)CC1(Cl)Cl (stereo unspecified)	110	5	97	95	93	2	104	98
O=C(/C=C/c1ccccc1Cl)NC1CCCCC1	105	-1	97	101	103	1	98	102
O=S(=O)(NCCc1ccc(Cl)cc1)c1cccs1	103	-5	100	105	103	4	99	107
Cc1ccc2nc(NC(=O)CC3Oc4ccccc4NC3=O)sc2c1 (stereo unspecified)	101	8	96	99	95	1	96	93
C/C=C/C=C/C(=O)N1CC2(CC(c3cccc(NC(=O)CCCCC)c3)=NO2)C[C@H]1C(N)=O (stereo partly specified)	104	-5	97	95	98	4	93	103
Cn1c2ccccc2c(=O)c2ccc(NCCc3cccs3)cc21	129	1	88	91	73	4	110	97

No enrichment for hits. About 1.7% of those tested had a hit in this group.
